# Source: PubChem
# Cardio protect = cardioprotection against H2O2-induced cell death, primary screen, uHTS, H9c2 cells, ATPLite luminescence; H9c2 cardiomyocytes, H2O2 injury protection, 2 h; protection from H2O2 cell death, % at 20 µM; hit rate 0.63% among 360,000;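 active means compounds giving at least 50% protection of heart cells from peroxide-induced death in the single-dose screen, raw or plate-pattern-corrected value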;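 further: 0% = DMSO wells with peroxide and 100% = DMSO wells without peroxide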
# m5-HT2A agonist = mouse Htr2a agonists via beta-arrestin recruitment, primary screen, cell-based, luminescence | 5-hydroxytryptamine receptor 2A (Mus musculus), P35363 | activation, % at 7.6 µM | hit rate 0.66% among 360,000 | CHO-K1 mHTR2A beta-arrestin complementation; percent of 30 µM serotonin response;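 active means activation above a run cutoff, the mean activation of all tested compounds plus 3 SD, cut at about 14% in these data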;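 further: 0% = plate median of compound wells and 100% = 30 µM serotonin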
# SRC2 inh = inhibition of GAL4-SRC2 driven luciferase reporter, primary screen, SRC2 inhibitor project, cell-based, luminescence. Nuclear receptor coactivator 2 (Homo sapiens), Q15596. HEK293 GAL4-SRC2 luciferase reporter. inhibition, % at 9 µM. hit rate 0.17% among 370,000;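 active means inhibition above the mean inhibition of all tested compounds plus 3 SD, set per campaign, cut at about 52% in these data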;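 further: 0% = DMSO treated cells and 100% = cells given Gossypol at 36 µM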
# MC4R ag barr = MC4R agonists recruiting beta-arrestin, primary screen, cell-based, luminescence, agonist arm of biased-ligand search; Melanocortin receptor 4 (Homo sapiens), P32245; U2OS MC4R beta-arrestin complementation; percent of melanotan II response, DMSO zero; activation, % at 8.9 µM; hit rate 0.98% among 360,000; AID 540308, 2011;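 active means activation above a per-plate cutoff, the mean activation of sample wells on that plate plus 3 SD, cut at about 8% in these data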
# Target sequence (P32245 whole entry, looked up): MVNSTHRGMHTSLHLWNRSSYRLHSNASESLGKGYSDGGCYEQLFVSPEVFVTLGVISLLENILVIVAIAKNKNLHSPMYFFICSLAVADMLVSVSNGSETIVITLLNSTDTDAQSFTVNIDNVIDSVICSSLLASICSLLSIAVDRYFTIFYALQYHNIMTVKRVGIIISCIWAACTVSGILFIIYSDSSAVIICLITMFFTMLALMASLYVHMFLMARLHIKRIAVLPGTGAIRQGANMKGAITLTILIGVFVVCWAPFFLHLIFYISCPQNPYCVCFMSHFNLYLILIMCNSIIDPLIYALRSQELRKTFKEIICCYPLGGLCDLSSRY
# ABHD5 PLIN5 PPI = ABHD5-PLIN5 interaction inhibitors, primary screen, cell lysate, split luciferase complementation, luminescence; Split G. princeps luciferase complementation, 4 h; inhibition, % at 4 µM; hit rate 0.78% among 360,000;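 active means inhibition above the mean inhibition across every tested compound plus 3 SD, cut at about 22% in these data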;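 further: 0% = DMSO only wells and the 100% control is not disclosed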
# TLR9-MyD88 block = inhibitors of TLR9-MyD88 association in cells, primary screen, cell-based, CHO, BLA complementation, fluorescence. Toll-like receptor 9 (Homo sapiens) + Myeloid differentiation primary response protein …. CCF4 FRET ratio. inhibition, % at 4.98 µM. hit rate 0.21% among 340,000. AID 504734, 2011;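 active means inhibition above the mean over all tested compounds plus 3 SD, cut at about 21% in these data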;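 further: 0% = DMSO only wells and 100% = clavulanate BLA inhibitor control wells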
# ABCB6 inh 2 = ABCB6 transporter inhibitors, primary screen, K562-ABCB6 cells, flow cytometry, MLPCN library | fluorescence ratio to DMSO, % at 10 µM | K562-ABCB6 porphyrin accumulation, 1 h; active compounds read low | hit rate 0.19% among 360,000 | AID 602162, 2011 | ATP-binding cassette sub-family B member 6 (Homo sapiens), Q9NP58;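 active means fluorescence ratio to DMSO below 75%, the collection mean minus 3 SD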;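 further: signal is porphyrin accumulated inside mitochondria; 100% equals median channel fluorescence of DMSO control wells; lower ratio means ABCB6 inhibition with less porphyrin fluorescence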
# Glyco luc inh = increase of ERlucT glycosylation luciferase signal, primary screen, N-linked glycosylation inhibitor project, D54 ERlucT cells, luminescence, set 2 | AID 588692, 2011 | reporter increase, % at 12.5 µM | D54 ERlucT glycosylation luciferase reporter, 24 h; percent of 100 nM tunicamycin response | hit rate 0.23% among 360,000;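 active means mean luciferase reporter signal, scaled so untreated is 0 and the glycosylation-blocking control 100, at or above a set limit in every replicate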;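 further: luciferase carries N-glycosylation sites so blocking glycosylation raises the light; 0% = median of neutral control wells and 100% = median of 100 nM tunicamycin wells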
# MC4R antagonist = MC4R antagonists of cAMP signaling, primary screen, cell-based, TR-FRET, antagonist arm of biased-ligand search; Melanocortin receptor 4 (Homo sapiens), P32245; MC4R-expressing cells, MTII-stimulated cAMP, LANCE TR-FRET; inhibition, % at 6.5 µM; hit rate 0.48% among 360,000; AID 540295, 2011;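 active means inhibition above its plate's cutoff, the mean of tested wells on that plate plus 3 SD, cut at about 29% in these data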;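 further: 0% = Melanotan II alone and 100% = Melanotan II plus saturating MCL0020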
#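 System: U2OS cells stably expressing human melanocortin 4 receptor (MC4R). Reagent: Melanotan II challenge after compound preincubation. Doses: 6.5 µM. Times: 30-min compound, 1-h challenge, 1-h detection, room temperature. Measured by: TR-FRET with Eu-cAMP and labeled anti-cAMP, 671 nm. Replicates: singlicate.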
# NOD2-RIPK2 inh = NOD2-RIPK2 binding disruptors in cells, primary screen, fluorescence, CHO cells, BLA complementation | CCF4 ratio | inhibition, % at 4.98 µM | AID 624267, 2012 | Receptor-interacting serine/threonine-protein kinase 2 (Homo sapiens), O43353 | hit rate 0.38% among 360,000; in the data active means inhibition above about 21%;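 further: 0% = vehicle only and 100% = reference blocker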
# Target sequence (O43353 whole entry, looked up): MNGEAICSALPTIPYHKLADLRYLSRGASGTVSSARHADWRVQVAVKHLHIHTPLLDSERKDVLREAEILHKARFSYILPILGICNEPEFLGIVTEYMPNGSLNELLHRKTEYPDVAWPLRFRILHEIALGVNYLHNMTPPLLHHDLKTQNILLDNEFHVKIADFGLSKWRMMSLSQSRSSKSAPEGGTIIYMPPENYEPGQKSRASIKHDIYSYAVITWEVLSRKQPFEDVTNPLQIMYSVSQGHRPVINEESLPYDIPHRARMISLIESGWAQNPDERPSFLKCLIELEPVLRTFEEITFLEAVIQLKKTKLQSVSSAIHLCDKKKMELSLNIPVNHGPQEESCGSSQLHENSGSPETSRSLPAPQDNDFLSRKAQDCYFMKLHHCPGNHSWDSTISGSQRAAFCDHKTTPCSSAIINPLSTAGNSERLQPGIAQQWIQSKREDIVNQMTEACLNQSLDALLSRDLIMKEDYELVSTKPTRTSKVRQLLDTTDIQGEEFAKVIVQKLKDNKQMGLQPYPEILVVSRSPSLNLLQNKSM
# * hit, by the source's call; x = not tested or not shown.
SMILES,Cardio protect,m5-HT2A agonist,SRC2 inh,MC4R ag barr,ABHD5 PLIN5 PPI,TLR9-MyD88 block,ABCB6 inh 2,Glyco luc inh,MC4R antagonist,NOD2-RIPK2 inh
Cc1ccc(NC(=O)COC(=O)c2ccc(Br)o2)cc1S(=O)(=O)N1CCCCC1,-11.9,-1.0,12.0,-0.9,-6.8,-0.1,98.0,0.1,8.7,3.0
COC(=O)c1sc(SC)c(S(=O)(=O)C(C)C)c1N/N=C(\C#N)S(=O)(=O)c1ccccn1,-1.5,2.3,0.3,-1.4,4.9,-3.0,101.0,0.0,2.3,1.9
O=C(O)C1C2CCC(C2)C1C(=O)NCCc1ccc(F)cc1 (stereo not given),5.5,-2.2,18.1,0.0,1.7,-2.8,98.0,0.0,4.4,7.2
O=C(CSCc1ccccc1)Nc1ccc2c(c1)C(=O)NC2=O,4.7,-6.6,-2.0,-2.6,-1.5,-4.8,94.0,1.1,1.8,-1.4
CCN(CC)c1ncnc2c1ncn2Cc1c(Cl)cccc1Cl,-14.4,2.0,-9.0,0.0,3.3,-3.1,96.0,-1.4,-1.9,-5.0
COc1ccccc1CNc1cc(C)ccn1,-5.1,-3.0,-2.9,-1.9,5.7,0.7,94.0,0.0,-2.1,-4.8
O=C(Cn1c(C(=O)O)cc2ccccc21)c1ccccc1,0.5,5.8,-0.2,-0.9,5.8,-5.5,99.0,-0.2,5.3,1.0
CN=c1nc(-c2ccccc2)n(-c2ccccc2)s1,-7.1,-6.0,-15.7,0.3,-3.2,0.7,97.0,1.8,5.5,-12.2
O=C(Nc1ccc2nc(-c3ccccc3)oc2c1)c1ccco1,-1.6,1.6,-55.4,0.5,1.9,-5.1,97.0,-0.7,12.2,-0.2
O=C(NN1CCCCC1)c1cccc2ccccc12,-3.0,0.2,-29.7,-0.2,1.0,2.1,95.0,0.2,5.5,3.4
O=[N+]([O-])c1ccc(-c2nc(Cl)c3c(n2)CCCC3)o1,-7.9,6.9,-23.2,-1.0,0.3,-3.1,99.0,7.0,-41.9,1.2
COc1ccc(N(CN2C(=O)c3ccccc3C2=O)C(=O)C(C)C)cc1,1.1,0.3,-23.0,-1.2,1.8,0.1,91.0,1.7,10.4,6.6
COc1ccc(CC(=O)NCC2CCCN(Cc3cc(OC)cc(OC)c3)C2)cc1 (stereo not given),-5.6,-1.1,8.6,-0.6,-1.8,-6.2,100.0,1.8,-5.1,0.0
COc1cccc(-c2cc3nc(-c4ccccc4)cc(=O)n3[nH]2)c1,-5.7,-8.0,-36.5,-1.4,-7.7,-12.0,117.0,15.7,-15.1,0.5
COC(=O)c1ccc2nc(C3CCCCC3)c(Cc3ccccc3)n2c1,-4.1,2.4,-1.3,x,-2.6,x,101.0,-2.1,x,-4.7
Cc1ccc(S(=O)(=O)NCc2ccc(C(=O)N3CCN(c4ccccn4)CC3)cc2)cc1,15.8,-2.5,-28.5,-1.6,3.6,-0.9,97.0,-1.0,-3.9,-22.5
N#CC1(c2ccccc2)CCCN1C(=O)c1ccc(Br)o1 (stereo not given),3.0,-5.1,-15.0,-1.6,5.2,-0.1,97.0,2.1,9.5,-15.7
Cc1cc(C)cc(N(CC(=O)O)S(=O)(=O)c2c(C)[nH]c(=O)[nH]c2=O)c1,3.6,-2.6,1.7,-0.2,-1.1,0.8,94.0,1.6,2.6,12.6
CCCCCNCc1ccc(Cl)cc1,-2.9,-2.0,-5.3,-1.4,1.5,2.4,104.0,2.6,10.3,-1.1
CC(=O)c1ccc(N2CCN(C(=O)c3ccc(NC4=NC5CS(=O)(=O)CC5S4)cc3)CC2)cc1 (stereo not given),2.4,2.8,7.3,0.0,-3.8,-1.3,103.0,-1.4,2.2,1.9
COC(=O)c1oc2ccccc2c1NC(=O)/C=C/C(=O)O,-0.4,-1.2,-35.0,-3.1,-4.7,0.3,103.0,1.0,2.1,-2.2
N#Cc1ccc(CN2CCN(C(=O)C3CC(=O)N(c4ccc5c(c4)OCCO5)C3)CC2)cc1 (stereo not given),-4.3,4.6,8.2,-0.2,0.8,-3.0,98.0,-1.9,14.4,-10.0
CN1C[C@@H]2C(c3ccc(C(F)(F)F)cc3)C3(c4ccccc4)CC2(C3)[C@H]1c1ccccc1 (stereo not given in full),-17.3,-1.8,3.5,0.8,-2.5,-8.3,102.0,-6.3,2.8,-2.8
CC(=O)N(C)N(C)c1cc(C)nc(N)n1,5.2,-1.0,21.2,-1.7,-5.3,-12.1,103.0,3.3,2.0,-7.6
CCCn1c(SCC(=O)NCc2ccccc2Cl)n[nH]c1=O,-1.6,-0.2,15.8,-3.4,-9.4,-10.4,97.0,0.1,-3.0,0.7

# Arranged by value in m5-HT2A agonist (rising): 3 of the compounds above.
Molecule | m5-HT2A agonist
O=C(O)C1C2CCC(C2)C1C(=O)NCCc1ccc(F)cc1 (stereo not given) | -2.2
Cc1ccc(NC(=O)COC(=O)c2ccc(Br)o2)cc1S(=O)(=O)N1CCCCC1 | -1.0
O=C(NN1CCCCC1)c1cccc2ccccc12 | 0.2

# Later entries:
SMILES,Cardio protect,m5-HT2A agonist,SRC2 inh,MC4R ag barr,ABHD5 PLIN5 PPI,TLR9-MyD88 block,ABCB6 inh 2,Glyco luc inh,MC4R antagonist,NOD2-RIPK2 inh
O=C(c1ccc(F)cc1F)N1CCN(c2ncccn2)CC1,4.7,-1.5,-11.3,2.4,-0.7,2.3,99.0,-1.9,5.5,-1.9
O=C(NNc1nc(N2CCOCC2)nc(N2CCOCC2)n1)c1ccccc1,1.4,-2.2,-27.5,-1.4,-2.1,-4.1,100.0,0.2,1.6,-0.2
CCOc1ccc(NC(=O)c2ccc(CSc3nnnn3C)cc2)cc1,-3.3,-1.2,-26.9,-3.8,-0.4,-4.4,94.0,-1.7,7.8,-12.0
COC(=O)C1(C(=O)OC)C[C@H](/C=C/c2ccccc2)N(Cc2ccccc2OC)[C@@H]1c1ccccc1,x,-5.5,19.2,x,-14.6,x,x,x,x,4.0
COc1ccc(C(=O)NCC2OCCc3ccccc32)cc1 (stereo not given),-3.4,-2.7,-30.2,0.5,0.1,5.3,94.0,0.6,10.3,-0.8
Cc1cccc(NC(=S)N2CCCCCC2)c1C,1.3,6.4,15.2,-5.0,-7.5,-5.5,101.0,-0.2,8.1,1.9
COc1ccc(S(=O)(=O)NNC(=O)Nc2ccc(C)cc2)c(OC)c1,3.7,-0.5,-2.6,0.6,-4.2,-1.3,95.0,1.7,5.9,13.7
CC(NC(=O)NC(=O)c1cccc([N+](=O)[O-])c1)C1CC1 (stereo not given),6.3,-5.0,-2.9,-1.1,-4.7,-8.0,108.0,1.8,13.4,-8.5
CCN(CC(=O)NCc1cccs1)C(=O)c1cccc(S(=O)(=O)NC)c1,7.6,2.5,14.1,-0.8,9.2,6.2,96.0,1.0,3.6,1.6
CC(C)NC(=O)COC(=O)c1cncc(Br)c1,6.1,-0.8,-13.5,-2.8,1.9,-10.7,101.0,1.6,10.5,3.6
CCC(C)N(C(=O)COC(=O)C1CCN(S(=O)(=O)c2ccc(C)c(C)c2)CC1)C1CCS(=O)(=O)C1 (stereo not given),-3.7,4.8,12.1,0.7,8.1,-3.9,98.0,-1.5,-4.3,-11.2
COc1cc2c(cc1OC)-c1cc(N3CCCc4ccccc43)nc(=O)n1CC2,7.1,7.3,-14.8,-1.2,-2.9,-2.7,91.0,-2.6,-53.6,-9.4
Cc1sc2ncn(CC(=O)NCCCN3CC(C)CC(C)C3)c(=O)c2c1S(=O)(=O)N1CC(C)CC(C)C1 (stereo not given),0.9,-6.1,-26.8,1.2,-9.1,-2.2,87.0,3.6,0.2,-11.8
O=c1c2ccccc2n2c(-c3cccc(Cl)c3)nnc2n1Cc1ccccc1,-5.0,1.5,-0.2,-0.2,-1.6,-3.0,100.0,-2.4,16.6,-0.5
O=C(NCc1ccc(Cl)cc1)c1cccc2c1C(=O)N(CC1CCCO1)C2 (stereo not given),5.1,-1.3,12.6,0.2,8.4,-5.8,97.0,-1.7,0.8,38.9*
NC(=O)C1CCN(C(=O)COc2cccc3ccccc23)CC1,1.6,2.1,8.8,-1.5,6.9,13.4,94.0,1.3,5.1,-0.1
COC(=O)c1ccccc1NC(=O)CSCC(=O)Nc1ccccc1OC,-1.3,-3.6,-0.1,-1.6,0.0,0.0,100.0,0.2,6.3,12.9
CC(C)On1c(SC(C)C)nc2ccccc2c1=O,-3.4,0.7,3.5,2.3,-5.6,3.3,97.0,-0.5,23.6,-5.8
C#CCOCCOCCOCCNc1nc(N2CCN(C(=O)[C@H](CCCN=C(N)N)n3cc(C(N)[C@@H](C)CC)nn3)CC2)nc(N2CCN(C(=O)[C@H](CO)n3cc([C@@H](N)C(C)C)nn3)CC2)n1 (stereo not given in full),-2.7,1.7,14.3,-1.4,-4.0,-1.5,106.0,3.0,7.7,-16.1
O=C1CC(c2ccccc2)CC2=C1C(c1ccccn1)Nc1ccccc1N2 (stereo not given),3.3,-5.0,-8.3,-2.3,-5.4,0.4,101.0,1.1,0.1,-8.1
COc1cc(OC)c(C(=O)Nc2ccncc2)cc1OC,6.8,2.7,-9.3,-2.0,3.5,9.2,101.0,1.0,-1.2,1.0
CCN(C(=O)CSc1nnnn1-c1ccccc1)c1c(N)n(Cc2ccccc2)c(=O)[nH]c1=O,11.3,3.5,5.3,-0.6,-3.5,-3.0,102.0,1.1,19.0,-4.4
S=c1[nH]nc(-c2ccco2)n1/N=C/c1ccccc1Cl,3.4,1.9,-2.8,-0.8,-0.6,-0.9,104.0,3.7,0.7,-1.8
Cn1nnnc1SCc1ccccc1F,7.5,1.1,-7.4,2.7,-4.2,-12.5,101.0,-3.0,-0.2,-2.4
COc1cc(-c2nc3n(n2)C(c2ccncc2)C(C(N)=O)=C(C)N3)cc(OC)c1OC (stereo not given),1.9,-1.0,9.3,-1.3,-2.9,-0.1,93.0,0.0,-6.3,-9.7
O=C(OCC(=O)c1ccc(Cl)s1)c1cnccn1,4.2,1.3,-6.3,-1.7,-0.3,-14.9,97.0,-0.3,-1.1,8.4
Cc1cc(C(=O)CCC(=O)N2CCN(S(=O)(=O)c3cccs3)CC2)c(C)s1,5.0,1.1,6.1,0.2,1.6,1.6,91.0,-0.1,0.2,5.9

# A portion of the library; count on the stated rates, not on these rows.
